P. falciparum M1AAP: P. falciparum M1AAP inhibitors, biochemical, fluorogenic H-Leu-NHMec substrate, 1536-well (AID 1445). 0.42% of 220,000 active. recombinant M1AAP, H-Leu-NHMec fluorogenic kinetic assay; higher % means a stronger effect. inhibition, % at 30 µM; hits with a dose series show IC50 in µM;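 active = primary inhibition above the hit cutoff, then over 50% inhibition at one or more dose response concentrations, cut at about 23% in these data, passing the limit was not always enough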;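 also: plate controls were DMSO full reaction for no effect and no enzyme background for full effect; strong numbers were not always called active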
P. falciparum M17LAP: P. falciparum M17LAP inhibitors, primary screen, biochemical, fluorogenic H-Leu-NHMec substrate, 1536-well (AID 1619). recombinant M17LAP, H-Leu-NHMec fluorogenic kinetic assay; higher % means a stronger effect. inhibition, % at 30 µM; hits with a dose series show IC50 in µM. 0.38% of 220,000 active;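 active = compound inhibiting the enzyme by more than half at any dose during confirmatory dose-response retesting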;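 also: plate controls were full reaction with DMSO carrier for no effect and no enzyme background for full effect; strong numbers were not always called active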
TNAP activation fold: human TNAP enzyme activators, primary screen, biochemical, luminescent, no phosphate acceptor, uHTS (AID 1001). purified TNAP, luminescent activation assay, no phosphate acceptor; higher activation fold means a stronger effect. activation fold at 20 µM, or EC50 in µM where a hit was titrated. 0.03% of 200,000 active; in the data active = activation fold from about 3, or a potency from the dose series; inactive = the rest, 99 in 100 with activation fold below about 1.6; also: many of its hits are not listed in these tables
Myeloid diff 2: promotes myeloid progenitor differentiation | ER-HoxA9 myeloid progenitors, lysozyme-GFP differentiation, flow cytometry | calls only at 10 µM | 1% of 360,000 active | AID 624256;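 active = normalized GFP-positive differentiation at or above the plate's own cutoff, the solvent-only control mean plus 3 SD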;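 also: cells exposed to compound for four days before flow analysis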
CSM14.1 death rescue: rescue of cells from ER stress-induced death, primary screen, 384-well, CSM14.1, thapsigargin, ATP luminescence (AID 1222); CSM14.1 thapsigargin-induced death rescue, ATP luminescence; higher % means a stronger effect; cellular ATP content (survival), % at 20 µM, or EC50 in µM where a hit was titrated; 190,000 tested, under 10 active;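 active = EC50 below 50 µM in the dose-response confirmation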;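 also: death triggered by thapsigargin at about 15 µM added after 2 h compound pretreatment; cell ATP read after overnight thapsigargin exposure of roughly 18 to 22 hours; normalized against plate controls of thapsigargin alone and 5% DMSO vehicle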
LYP phosphatase: PTPN22 lymphoid phosphatase activity blockers – biochemical, fluorescence intensity, uHTS (AID 1779); recombinant LYP phosphatase, fluorescence intensity; higher % means a stronger effect; one-dose inhibition, % at 11.5 µM; IC50 in µM for titrated hits; 0.054% of 290,000 active;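 also: plate controls were vehicle with enzyme for no effect and no enzyme for full effect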
PMI inhibition: human PMI inhibitors, high substrate, primary screen, biochemical, fluorescence intensity, high mannose 6-phosphate (AID 1220); recombinant PMI enzyme, coupled fluorescence intensity; higher % means a stronger effect; inhibition, % at 20 µM, or IC50 in µM where a hit was titrated; 0.66% of 190,000 active
XIAP antagonists: XIAP antagonists, biochemical, IAP family, fluorescence polarization (AID 1018); XIAP BIR domain, fluorescence polarization peptide displacement; higher % means a stronger effect; one-dose displacement, % at 20 µM; IC50 in µM for titrated hits; 0.007% of 200,000 active; in the data active = displacement above about 50%; also: a part of the inactive calls stands beside numbers as strong as those of hits
human PMI inhibition: inhibitors of human PMI, primary screen, biochemical, fluorescence intensity, coupled assay (AID 1209); inhibition, % at 20 µM, or IC50 in µM where a hit was titrated; 0.42% of 190,000 active; purified PMI enzyme, coupled fluorescence intensity; higher % means a stronger effect;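 also: plate controls were DMSO vehicle for no effect and wells lacking substrate for full effect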
Myeloid diff 2 GFP+ MAC1+ %: further read-out of Myeloid diff 2, marked with its call; GFP+ MAC1+ double positive, %; measured here: differentiation confirmed by MAC1 staining
* hit, by the source's call; i = inactive; / = not tested or not shown. Rule as the data show it, unless noted: active = inhibition above about 50%; inactive = the rest.

SMILES	P. falciparum M1AAP	P. falciparum M17LAP	TNAP activation fold	Myeloid diff 2	Myeloid diff 2 GFP+ MAC1+ %	CSM14.1 death rescue	LYP phosphatase	PMI inhibition	XIAP antagonists	human PMI inhibition
OCC1(Cc2ccccc2)CCCN(Cc2ccn[nH]2)C1 (stereo not drawn)	-3.4%	-9.3%	1.1	i	0.2	-1.3%	-9.1%	-0.9%	-0.4%	5.1%
CC(=O)c1ccc(OC(C)C)c(CSc2nc(O)cc(=O)[nH]2)c1	36.7%	37.9%	1.1	i	0.6	1.6%	6.8%	16.7%	-2.7%	10.7%
Cc1nc2c(=O)n(-c3ccc(F)c(Cl)c3)nc(C)c2s1	8.4%	4.9%	/	i	1.2	/	-3.8%	/	/	/
COc1ccc(C(=O)c2ccc(Cl)c([N+](=O)[O-])c2)cc1	8.5%	0.5%	1	/	/	5.3%	-4.2%	15.0%	-2.7%	13.9%
Cc1nn(-c2ccccc2)c(N)c1N=O	4.9%	5.6%	/	i	0.3	/	-2.2%	/	/	/
O=C(NCCO)NC(=S)c1ccccc1	-2.5%	-3.2%	1.2	i	0.4	-4.0%	-3.0%	-4.7%	-2.9%	-0.7%
CCC1c2ccc(C)n2CCN1C(=O)Nc1ccccc1C(=O)OC (stereo not drawn)	8.4%	0.1%	1.1	i	0.5	2.2%	0.1%	2.9%	-4.6%	-7.8%
O=C(CSc1nc2ccccc2s1)Nc1cc(C(=O)O)cc(C(=O)O)c1	5.3%	7.3%	1.2	i	0.1	-0.3%	1.4%	-20.1%	-3.9%	-11.7%
Cc1nnc(SCC(=O)N2CCOCC2)[nH]c1=O	1.1%	-14.4%	1.1	i	0.4	-2.1%	-4.2%	4.3%	-8.7%	11.9%
C=CCNc1nc2ccccc2c(=O)[nH]1	7.5%	2.6%	1	i	0.5	2.4%	-4.4%	-1.0%	-4.3%	-15.7%

Some of the entries so far, as comma-separated lines:
smiles,P. falciparum M1AAP,P. falciparum M17LAP,TNAP activation fold,Myeloid diff 2,Myeloid diff 2 GFP+ MAC1+ %,CSM14.1 death rescue,LYP phosphatase,PMI inhibition,XIAP antagonists,human PMI inhibition
Cc1nc2c(=O)n(-c3ccc(F)c(Cl)c3)nc(C)c2s1,8.4%,4.9%,/,i,1.2,/,-3.8%,/,/,/
COc1ccc(C(=O)c2ccc(Cl)c([N+](=O)[O-])c2)cc1,8.5%,0.5%,1,/,/,5.3%,-4.2%,15.0%,-2.7%,13.9%
Cc1nn(-c2ccccc2)c(N)c1N=O,4.9%,5.6%,/,i,0.3,/,-2.2%,/,/,/
O=C(NCCO)NC(=S)c1ccccc1,-2.5%,-3.2%,1.2,i,0.4,-4.0%,-3.0%,-4.7%,-2.9%,-0.7%
CCC1c2ccc(C)n2CCN1C(=O)Nc1ccccc1C(=O)OC (stereo not drawn),8.4%,0.1%,1.1,i,0.5,2.2%,0.1%,2.9%,-4.6%,-7.8%
O=C(CSc1nc2ccccc2s1)Nc1cc(C(=O)O)cc(C(=O)O)c1,5.3%,7.3%,1.2,i,0.1,-0.3%,1.4%,-20.1%,-3.9%,-11.7%
Cc1nnc(SCC(=O)N2CCOCC2)[nH]c1=O,1.1%,-14.4%,1.1,i,0.4,-2.1%,-4.2%,4.3%,-8.7%,11.9%
C=CCNc1nc2ccccc2c(=O)[nH]1,7.5%,2.6%,1,i,0.5,2.4%,-4.4%,-1.0%,-4.3%,-15.7%

Further results
SMILES	P. falciparum M1AAP	P. falciparum M17LAP	TNAP activation fold	Myeloid diff 2	Myeloid diff 2 GFP+ MAC1+ %	CSM14.1 death rescue	LYP phosphatase	PMI inhibition	XIAP antagonists	human PMI inhibition
Cn1cc(CC(=O)N2CCN(c3ccc(Cl)cc3)CC2)c2ccccc21	-2.4%	1.3%	1.1	i	1.1	7.6%	-0.8%	3.6%	-6.6%	6.0%
CCC(=O)n1nc(-c2ccc(Cl)cc2)nc1SC	-3.3%	0.6%	0.4	i	0.9	1.1%	-5.6%	9.3%	0.4%	9.3%
NC(=O)C1CCN(C(=O)CNC(=O)c2ccccc2)CC1	1.2%	-2.7%	1.1	i	0.3	-1.1%	-3.0%	-5.1%	-2.9%	-7.2%
CCCN1C2=C(C(=O)CC(C)(C)C2)C(c2ccc(F)cc2)C2=C1c1ccccc1C2=O (stereo not drawn)	3.0%	-1.6%	1	i	3.2	1.8%	0.6%	-3.8%	-6.7%	6.5%
CC(C)OC(=O)CN1C(=O)C(C)(C)Oc2ccc(C(=O)NC3CC3)cc21	-3.6%	-1.8%	1.1	i	1.5	/	-4.9%	-0.1%	-2.3%	1.5%
CCOC(=O)C1=C(C)Nc2nc3ccccc3n2C1c1ccncc1 (stereo not drawn)	4.2%	2.5%	1	i	0.3	-1.5%	3.2%	-9.9%	-6.7%	-5.7%
O=C(Nc1nsc(-c2ccccc2)n1)c1cccs1	-3.7%	0.3%	1.1	i	0.5	-5.5%	3.6%	1.5%	0.8%	1.6%
CC(C)NC(=O)COC(=O)C1CSC2(c3ccc(Br)cc3)CCC(=O)N12 (stereo not drawn)	-0.6%	6.4%	1.2	i	0.5	-0.6%	-9.3%	2.1%	-0.7%	-0.4%
Cc1cc(/C=C(\C#N)C(=O)NC2CCCCCC2)c(C)n1C	5.7%	-4.3%	1.1	i	0.7	0.3%	-2.9%	6.6%	-10.1%	-2.7%
COC(=O)c1ccc(CSc2nc(-c3ccco3)cc(C(F)(F)F)n2)o1	16.3%	15.6%	1	i	0.2	-1.1%	3.7%	11.7%	-6.6%	17.2%
CC1CCc2c(sc3nc(CN4CCN(S(=O)(=O)c5ccccc5[N+](=O)[O-])CC4)[nH]c(=O)c23)C1 (stereo not drawn)	5.6%	18.5%	1	i	2.2	0.7%	10.5%	5.5%	-5.9%	16.7%
O=C(CNC(=S)N(CCCN1CCOCC1)Cc1cccs1)NCCN1CCOCC1	1.3%	11.0%	1.2	i	0.6	-1.6%	-4.7%	1.7%	-2.9%	3.1%
CSCC[C@H](NC(=O)OC(C)(C)C)c1nnc(SCc2ccc(F)cc2)o1	0.7%	3.1%	1.1	i	0.8	-1.1%	0.0%	4.8%	0.5%	-10.3%
Cc1ncoc1C(=O)Nc1cccc(Cl)c1	11.3%	17.1%	1.1	i	4.4	-2.2%	-7.9%	19.3%	-10.7%	10.6%
COc1cc2c(cc1OC)CN(C(C)C(=O)N1CCc3ccccc31)CC2 (stereo not drawn)	11.3%	1.1%	1.1	i	0.6	-1.4%	-5.9%	1.9%	-3.8%	1.6%
C[C@@H]1CN(Cc2cn(C)nc2-c2cccc(Cl)c2)C[C@H](C)O1	4.3%	-17.7%	1	i	0.1	-1.9%	-3.0%	-5.4%	-4.6%	-0.7%
Cc1ccc(NC(=S)NC(NC(=O)Cc2cccc3ccccc23)C(Cl)(Cl)Cl)cc1 (stereo not drawn)	7.2%	13.4%	1.1	i	1.0	-2.0%	6.7%	-6.6%	-7.7%	-4.7%
Fc1ccc(CSc2nc3ccccc3[nH]2)c2ccccc12	5.4%	9.4%	1.1	i	1.2	-1.6%	-1.6%	15.7%	-3.9%	17.8%
Cn1ccc(O)c(C#N)c1=O	-3.1%	-2.4%	1	i	2.3	-1.0%	-5.0%	-1.5%	-11.9%	-0.9%
CC(CN(C)Cc1ccccc1)OC(=O)C1COc2ccccc2O1 (stereo not drawn)	-0.6%	11.1%	1.1	i	1.4	-1.3%	-9.1%	5.1%	-3.5%	13.1%
CCOC(=O)N1CCC(NC(=O)c2cc(C(=O)Nc3ccc(F)cc3F)ccc2CO)CC1	5.0%	2.0%	1.1	i	0.8	0.9%	-8.7%	12.5%	-6.0%	10.5%
Cc1ccc2cc(CN(Cc3ccco3)C(=O)C3CCCCC3)c(=O)[nH]c2c1C	7.7%	9.0%	1	i	1.1	-0.9%	2.5%	11.4%	-8.1%	5.5%
CN1CCCN(C(=O)c2cc(-c3cccc4ccccc34)nc3ccccc23)CC1	5.5%	-8.8%	/	i	0.2	/	-1.3%	/	/	/
Cc1nc2c3ccccc3nc(NNC(=O)CCC(=O)NC(C)C)n2n1	15.0%	-5.4%	2.1	i	0.4	1.9%	-3.3%	-5.1%	3.2%	9.7%
CO/N=C/CC(=O)c1ccc(-c2ccccc2)cc1	2.7%	-2.1%	1	i	0.4	-1.4%	0.2%	-1.5%	-7.8%	-1.3%
O=C(O)CCCC(=O)Nc1nc2n(n1)C(c1ccc(F)cc1)CC(c1ccc(Cl)cc1)N2 (stereo not drawn)	11.0%	18.5%	1	i	2.2	-0.4%	-4.7%	-6.5%	-3.8%	-7.2%
CCOC(=O)c1ccc(NC(=O)c2ccccc2C)cc1	-1.3%	-9.8%	1	i	1.3	-1.2%	-3.1%	10.4%	-2.9%	2.3%
CC(=O)NC(=S)Nc1cccc([N+](=O)[O-])c1	4.2%	1.8%	1.1	i	0.7	-0.6%	-3.7%	-1.7%	-1.0%	-2.7%
CCN1C(=O)N(CC)C2C1N(CO)C(=O)N2CO (stereo not drawn)	-2.2%	-7.2%	1.1	i	0.0	-1.3%	-6.6%	-7.0%	-7.7%	-18.6%
Nc1[nH]ncc1-c1ccccc1	4.6%	-3.6%	1.1	i	0.3	1.0%	-3.8%	2.8%	-4.9%	0.9%
Cc1ccc(CCNC(=O)c2nnn(-c3cc(C)cc(C)c3)c2N)cc1	-0.4%	-4.6%	1	i	0.7	-0.7%	-7.5%	7.8%	-2.8%	2.4%
COc1ccc(C(=O)Nn2c(SCc3cccc([N+](=O)[O-])c3)nc3ccccc3c2=O)cc1	-1.8%	-4.8%	1.1	i	0.6	-3.6%	-6.6%	2.9%	-5.7%	-2.3%
CC1CCN(CCOCCOc2ccccc2Br)CC1	-1.7%	-8.5%	1.1	i	0.4	-1.9%	0.6%	-9.1%	3.3%	-13.2%
O=S(=O)(c1ccc(Br)cc1Cl)N1CCN(CCO)CC1	2.6%	-16.0%	1.1	i	0.2	0.2%	-3.4%	-7.8%	-5.4%	-16.6%
COc1cc(-c2cc(C(=O)Nc3ccc(S(=O)(=O)Nc4ncccn4)cc3)c3ccccc3n2)cc(OC)c1OC	-1.0%	-4.2%	/	i	0.4	/	0.2%	/	/	/
O=c1oc2c(CN3CCCCCC3)c(O)ccc2cc1-c1nc2ccccc2[nH]1	/	/	1.3	/	/	2.0%	-1.9%	6.3%	-1.8%	1.2%
C/C(Cn1cnc([N+](=O)[O-])n1)=N\NC(=O)c1ccc(F)cc1	-4.1%	18.6%	1.1	i	1.3	-2.4%	-2.4%	10.9%	1.0%	7.8%
CCOc1cc(CN2CCOCC2)cc(C(C)=O)c1	1.8%	-10.6%	1.1	i	0.5	-0.9%	-8.9%	10.6%	-5.3%	5.3%
CCS(=O)(=O)N1CCN(C(=O)CCC2CCCC2)CC1	2.6%	6.8%	1.1	i	1.2	-1.0%	-5.9%	-7.9%	2.7%	1.9%
COc1ccccc1C(=O)Nc1nnc(-c2ccc3c(c2)CCCC3)o1	-0.8%	14.7%	1	i	1.5	-1.3%	1.3%	1.8%	-3.2%	-6.6%
